CCT chaperon mod: changes cytosolic chaperonin activity; AID 651819; actives 0.3% (n = 360,000); activity change, % (test concentration not listed), hits read low; purified chaperonin ATPase assay, HTRF ADP detection, 30 min; in the data active = activity change below about -30%; note: % is set by controls: 0 for no effect and ±100 for the full control effect
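We incubate TRiC, 40 or 20 nM final, with library compounds at 76 uM and 10 uM ATP for 30 min at 37 °C. ADP formed is detected with Transcreener HTRF reagents after 30 min at room temperature.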
A549 tox: kills or reduces viability of A549 cells in Nrf2 counter-screen; A549 ARE-Fluc cells, CellTiter-Fluor viability, 18-24 h; Potency, µM (titrated, usually from 46 µM), for inactives: at the highest dose activity change, negative = cytotoxicity, actives largely listed as inhibitors; actives 0.16% (n = 390,000); note: potency is the fitted concentration of half-maximal effect; % is set by controls: 0 for no effect and ±100 for the full control effect
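A549 ARE-Fluc cells in 5% FBS OPTI-MEM, 5000 cells/well, rested 2 h then exposed to compounds in concentration-response for 18-24 h at 37 °C. Viability by CellTiter-Fluor fluorescence (Ex 405/Em 525) after 30 min; luciferase luminescence (BugLite, 15 min, RT) read afterwards.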
Nrf2 block: blocks Nrf2 signaling; A549 ARE-Fluc reporter, luciferase luminescence, 18-24 h; Potency, µM (highest dose often 46 µM), inactives show at the highest dose activity change, negative = inhibition, hits mostly inhibitors; actives 2.1% (n = 360,000); note: potency is the fitted concentration of half-maximal effect; % is set by controls: 0 for no effect and ±100 for the full control effect; nearly all actives have a fitted effect of over 60% in size
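Nrf2 function is reported as luminescence of an ARE-controlled luciferase in A549 cells. Compounds were tested at several concentrations, and a CellTiter-Fluor read on the same wells flagged cytotoxicity.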
TGFb inhibitor: inhibitors of TGF-b signaling; HepG2 CAGA-GFP TGF-b/SMAD3 reporter, GFP fluorescence, 18 h; TGF-beta stimulated, 500 pg/mL final; Potency, µM (series often up to 46.1 µM), without a hit: at the top dose activity, negative = inhibition, hits mostly inhibitors; AID 588855; actives 1.2% (n = 410,000); note: potency is the fitted concentration of half-maximal effect; % is set by controls: 0 for no effect and ±100 for the full control effect; nearly all actives have a fitted effect of over 65% in size
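Inhibition was scored as loss of TGF-beta-induced (500 pg/mL final, 18 hours, 37 degrees C) GFP in HEPG2 cells carrying a CAGA-GFP reporter, in DMEM with 1% FBS. Well GFP was summed per cell; Activity was normalised to unstimulated and stimulated DMSO wells, then concentration-response fitting.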
EPAC2 ag: activates human EPAC2 exchange factor; Q8WZA2; EPAC2 activation, biochemical qHTS; response scale: 100% = 6.5 mM cAMP response; Potency, µM (series often up to 154 µM), inactives show at the top dose activation, actives largely listed as activators; actives 0.079% (n = 360,000); AID 720711; note: potency is the fitted concentration of half-maximal effect; nearly all actives have a fitted effect of over 50% in size
Target sequence (Q8WZA2 whole entry, looked up): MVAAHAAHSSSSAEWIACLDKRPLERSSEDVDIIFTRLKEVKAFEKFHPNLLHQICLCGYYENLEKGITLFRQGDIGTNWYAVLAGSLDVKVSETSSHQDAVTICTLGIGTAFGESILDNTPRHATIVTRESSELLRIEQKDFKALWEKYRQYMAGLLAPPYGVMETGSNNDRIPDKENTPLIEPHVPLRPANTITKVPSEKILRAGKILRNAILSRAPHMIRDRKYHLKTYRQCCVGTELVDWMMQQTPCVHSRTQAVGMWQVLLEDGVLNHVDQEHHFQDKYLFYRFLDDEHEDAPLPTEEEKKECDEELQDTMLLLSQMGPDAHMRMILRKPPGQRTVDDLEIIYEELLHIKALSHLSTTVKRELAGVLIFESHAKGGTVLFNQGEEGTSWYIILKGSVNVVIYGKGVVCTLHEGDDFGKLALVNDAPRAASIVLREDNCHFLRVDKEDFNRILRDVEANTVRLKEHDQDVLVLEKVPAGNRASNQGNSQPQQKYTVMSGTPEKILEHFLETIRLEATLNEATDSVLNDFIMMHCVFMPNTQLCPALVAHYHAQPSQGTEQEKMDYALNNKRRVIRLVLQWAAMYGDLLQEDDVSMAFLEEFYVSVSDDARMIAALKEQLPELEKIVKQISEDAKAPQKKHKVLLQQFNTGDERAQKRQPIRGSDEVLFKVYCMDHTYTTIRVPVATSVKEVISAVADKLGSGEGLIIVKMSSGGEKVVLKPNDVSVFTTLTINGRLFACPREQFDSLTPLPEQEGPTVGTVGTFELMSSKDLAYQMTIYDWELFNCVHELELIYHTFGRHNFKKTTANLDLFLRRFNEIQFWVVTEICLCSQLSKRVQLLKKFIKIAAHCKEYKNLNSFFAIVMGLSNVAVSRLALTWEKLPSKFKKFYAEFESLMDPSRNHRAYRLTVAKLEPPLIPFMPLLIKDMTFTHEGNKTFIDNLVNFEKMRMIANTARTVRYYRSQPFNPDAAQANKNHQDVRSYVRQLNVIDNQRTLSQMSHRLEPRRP
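Fluorescence exchange assay: 100 nM EPAC2 with 250 nM RAP1B-BODIPY-GDP and 50 uM GDP; compounds tested as a concentration-titration series (qHTS). Loss of Rap1-bound BODIPY-GDP fluorescence read at 480/540 nm; data normalized to 6.5 mM cAMP.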
MmCpn inh: inhibitors of Methanococcus maripaludis chaperonin (MmCpn). purified Mm-Cpn ATPase, ADP Transcreener TR-FRET. actives 0.031% (n = 330,000). Potency, µM (highest dose often 76.9 µM), inactives show at the top dose activity, negative = inhibition, actives largely listed as inhibitors. AID 504842; note: potency is the fitted concentration of half-maximal effect; % is set by controls: 0 for no effect and ±100 for the full control effect; nearly all actives have a fitted effect of over 80% in size
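TR-FRET (320 nm excitation; 590 and 665 nm emission) reports ADP made from 10 uM ATP by 25 nM enzyme; compounds were preincubated 10 min, reaction run 30 min, both at 37°C.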
EPAC2 antagonist: EPAC2 (human) antagonism; Potency, µM (titrated, usually from 114 µM), without a hit: at the highest dose activity, negative = inhibition, actives largely listed as inhibitors; EPAC2 GEF exchange of Rap1B-BODIPY-GDP, fluorescence; actives 0.18% (n = 360,000); AID 720708; note: potency is the fitted concentration of half-maximal effect; % is set by controls: 0 for no effect and ±100 for the full control effect; nearly all actives have a fitted effect of over 45% in size; many of its hits are not listed in these tables
Nrf2 ARE act: Nrf2 pathway activation. AREc32 ARE-luciferase reporter (MCF7-derived line), luminescence, 24 h. Potency, µM (top dose mostly 46.1 µM), inactives show at the highest dose activation, usual class: activators. actives 0.31% (n = 410,000); note: potency is the fitted concentration of half-maximal effect; % of control where 0% means no effect; nearly all actives have a fitted effect of over 65% in size
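Nrf2 activation is followed as ARE-luciferase induction in the AREc32 line after one day of compound treatment; luminescence is read with Steady-Glo.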
Akt phos inh: inhibitors of Akt phosphorylation. Neuro2A IGF-stimulated pAkt S473 HTRF, 20 min; stronger effect = lower value. activity change, % for hits at 50 µM. actives 0.32% (n = 360,000); in the data active = activity change below about -80%; inconclusive = mostly about -51% to -80%; note: % is set by controls: 0 for no effect and ±100 for the full control effect
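Neuro2A cells (4,500/well, DMEM with 0.5% FBS) were treated with compound at a single 50 µM final concentration, stimulated with 6 nM IGF for 20 min at 37 °C, and lysed. Phospho-Akt Ser473 was read by HTRF as 665/615 ratio ×10^4.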
Starred values were filed as active, the others as inactive; i = inactive; ? = inconclusive; nt = not tested or not shown; [ ] = remark or other dose. Unless noted, calls come from the whole dose curve; as a rule, active = well fitted curve in the direction sought with a large enough effect; inconclusive = small, poorly fitted or top-dose-only effect, or another doubt; inactive = no such curve, though single readings can be large; an effect the other way counts as inactive or inconclusive. A portion of the library. The share of hits here may be higher or lower than overall.

molecule	CCT chaperon mod	A549 tox	Nrf2 block	TGFb inhibitor	EPAC2 ag	MmCpn inh	EPAC2 antagonist	Nrf2 ARE act	Akt phos inh
COc1ccccc1NC(=O)N(C1CCCC1)C1CCN(C(C)=O)CC1	-1.8	-1%	8%	?	9%	0%	-6%	0.4%	i
Cc1cc(C)n(CC(=O)c2ccccc2)c(=O)c1C#N	-1.1	0%	28%	9%	-2%	0%	15%	2.4%	i
Cc1cccc(C(=O)Nc2cccc(C(=O)Nc3cc(C)ccn3)c2)c1	-0.8	-1%	-11%	-7%	-3%	1%	1%	0.2%	i
CCOC(=O)c1ccc(NC(=O)CSc2nnnn2CCCO)cc1	1.9	0%	-2%	?	-4%	0%	15%	0.0%	i
Cc1oc(-c2ccccc2F)nc1CN1CCC(C(=O)NC2CC2)CC1	-1.2	2%	3%	-11%	3%	3%	6%	-0.4%	nt
Cc1ccc(S(=O)(=O)N2CCOCCOCCOCCOCCOCC2)cc1	1.0	-14%	-18%	-5%	11%	0%	10%	-0.2%	i
OCCNc1nc(-c2ccccc2)c2cc(Br)ccc2n1	-0.7	1%	-8%	?	1%	2%	-22%	14%	i
COc1ccc(NC(=O)CN(C)C(=O)c2ccc(COc3ccccc3)o2)cc1	0.6	-4%	-3%	-1%	-2%	0%	-3%	0.5%	i
Cc1cc(C(=O)N2CCCC2)n[nH]1	-1.2	2%	30%	-17%	4%	2%	8%	-0.1%	i
COc1cc(OC)c(C(=O)NNC(=O)c2ccccc2-n2cccc2)cc1OC	-2.3	3%	?	-1%	0%	0%	1%	-0.6%	i
NC(=S)N=Nc1ccc(O)cc1	-1.3	6%	-23%	?	-6%	nt	-2%	3.9%	i
CC(=O)O[C@@H](C[C@@H](C)C1=C2C[C@H](O)C3[C@@]4(C)CCC(=O)C(C)(C)C4CC[C@]3(C)[C@@]2(C)CC1)[C@H]1OC1(C)C (some centres not stated)	-2.1	?	?	11µM*	-8%	nt	-16%	4.5%	i
O=C1[C@H](Cc2ccccc2)NCC=CC[C@@H](c2ccc(Cl)cc2)N1Cc1ccccc1	0.5	1%	3%	?	7%	nt	?	7.1%	i
CCCn1c(=O)n(C)c(=O)c2c(SCC(=O)Nc3cc(C)on3)nc(C(C)(C)C)nc21	-0.5	?	?	18µM*	-6%	-3%	51%[activator]	-0.7%	i
CC1CCCN(C(=O)CCCn2c(=S)[nH]c3ccccc3c2=O)C1 (configuration not stated)	-0.7	-9%	-11%	-3%	-9%	-2%	3%	-0.4%	i
COc1cc(C(=O)ON=C2C=C(C)C(=O)C(C)=C2)cc(OC)c1OC	2.8	6%	-4%	3%	-10%	0%	0%	4.3%	i
O=C(C[n+]1cc(Br)cc(Br)c1)c1cccc([N+](=O)[O-])c1	-0.8	4%	20%	-10%	0%	-4%	-2%	-0.1%	i
COc1ccc(NC(=S)NCc2cccs2)cc1	-0.7	11%	18%	8%	-3%	0%	1%	2.5%	i
O=C(c1ccc(Br)cc1)c1cc([N+](=O)[O-])ccc1N1CCCCC1	-1.1	?	-3%	0%	5%	-4%	5%	0.5%	i
O=C(NNC(=S)Nc1ccccc1C(F)(F)F)c1cccnc1	-1.0	0%	6%	0%	-4%	0%	7%	-0.1%	i
Cc1cccc(-c2nc(CN3CCCC(C(=O)NC4CCCCCC4)C3)c(C)o2)c1 (configuration not stated)	1.8	?	?	11µM*	9%	1%	5%	4.8%	i
CN(C)c1nc(N(C)C)nc(N2CCCCC2)n1	-0.7	-4%	-6%	-7%	9%	2%	-5%	0.0%	nt
Cc1cc(SCC(=O)N2CCC(c3noc4ccc(F)cc34)CC2)nc2ccccc12	0.8	2%	?	-13%	11%	1%	8%	0.0%	i
Cc1ccc(NC(=O)Cn2c(=O)n(CCCCCC(=O)NCc3ccc(F)cc3)c(=O)c3sccc32)cc1C	nt	-1%	-11%	?	nt	nt	nt	-0.1%	nt
O=C(O)c1cccc(Nc2nc(-c3cc4ccccc4oc3=O)cs2)c1	1.8	-9%	-4%	-1%	2%	-3%	-5%	2.8%	i
CC(=O)Nc1cnc(-c2cccc(C(=O)N3CCOCC3)c2)cn1	-2.0	nt	nt	-9%	2%	nt	13%	-0.4%	i
CCNC(=O)c1cc2c(c(-c3cccc(-c4cncnc4)c3)n1)[C@H](CCO)N(C(C)=O)C2	0.0	nt	nt	nt	4%	nt	12%	0.0%	i
COc1ccc(/C(C)=C2/SC(=S)N(CCC(=O)O)C2=O)cc1	-0.5	-22%	-12%	29%	9%	0%	9%	2.0%	i
Cc1nc2sc(C(=O)Nc3ccccc3Cc3ccccc3)c(C)c2c(=O)[nH]1	0.0	-14%	?	3%	-7%	-14%	-2%	-0.4%	i
Cc1ccc(NC(=O)Nc2nnc(-c3ccccc3F)s2)cc1	1.3	-1%	?	1%	3%	0%	8%	0.3%	i

(listing goes on)
molecule	CCT chaperon mod	A549 tox	Nrf2 block	TGFb inhibitor	EPAC2 ag	MmCpn inh	EPAC2 antagonist	Nrf2 ARE act	Akt phos inh
CN(C)C(CNC(=O)c1ccc(C(F)(F)F)cc1)c1ccco1 (configuration not stated)	-1.5	5%	20%	-4%	0%	-7%	0%	11%	i
CC(C)[C@H](N)c1nnc(SCc2ccc(Cl)cc2)o1	0.1	1%	6%	-5%	7%	-1%	-13%[57.1 µM]	0.3%	i
CC(C)C[C@H](NC(=O)CCCn1nnc2ccccc2c1=O)C(=O)O	-1.2	2%	2%	-2%	10%	2%	16%	-0.2%	i
COc1ccc2[nH]c(=O)c(CN(C(=O)NC3CCCCC3)C3CCCCC3)cc2c1	1.7	1%	-23%	-5%	-3%	1%	-16%[57.1 µM]	1.3%	i
COc1ccc([N+](=O)[O-])cc1NC(=O)c1ccc(C)o1	-3.6	12%	16%	2%	-1%	1%	-1%	14%	i
CC(=O)Nc1ccc(NC(=O)c2ccc(NS(=O)(=O)c3cccc4cccnc34)cc2)cc1	-0.8	-3%	-7%	4%	2%	-2%	4%	0.0%	i
CCCCc1ccc(NC(=O)CSc2nc3ccccc3nc2N2CCCCC2)cc1	nt	-7%	?	0%	nt	nt	nt	-0.8%	nt
Cc1ccsc1C(=O)Nc1nnc(-c2ccco2)o1	-1.3	-28%	-25%	?	7%	1%	-3%	2.5%	nt
O=C(NC1CCCCC1)C(c1ccccc1)N(Cc1cccnc1)C(=O)c1csnn1 (configuration not stated)	0.9	-14%	-11%	16%	6%	1%	5%	0.2%	i
O=C(NCCc1nc(-c2ccccc2)cs1)c1ccc(Br)cc1	-3.0	-1%	?	-17%	18%	0%	-16%	1.8%	i
COC(=O)CSc1nc2sc3c(c2c(=O)n1Cc1ccccc1)CCC(C(C)(C)C)C3 (configuration not stated)	nt	-7%	-6%	-2%	nt	nt	nt	0.8%	nt
COc1ccc(-c2coc3cc4oc(=O)c(CC(=O)O)c(C)c4cc23)cc1	0.4	-5%	-1%	6%	8%	0%	-13%	-0.4%	i
COc1cc(/C=C2/SC(=S)N(Cc3ccccc3)C2=O)ccc1O	2.4	?	6%	38%[activator]	8%	-2%	-3%	-0.1%[9.22 µM]	i
Cc1ccc(CC(NC(=O)c2ccccc2)C(=O)NC(Cc2ccccc2)C(=O)O)cc1 (configuration not stated)	-1.4	0%	-3%	-2%	-2%	1%	2%	0.3%	i
COc1ccc(CN2CC[C@@H](N3CCOCC3)[C@H](O)C2)cc1F	-2.7	-1%	3%	-2%	11%	0%	0%	-0.7%	i
COc1ccc([C@H]2CC(=O)C=C(c3ccc(C)c4ccccc34)C2)cc1	0.6	9%	4%	-1%	5%	-7%	-18%	0.7%	i
CC(O)(c1ccccc1)c1nc(-c2cc3ccccc3o2)cs1 (configuration not stated)	-1.7	nt	nt	?	28%	nt	-5%	0.1%	i
CCOC(=O)C(/C=C(\C#N)C(=O)OCC)=C(/N)N1CCN(c2ccc(Cl)cc2)CC1	0.8	?	-13%	-15%	0%	1%	-11%	1.1%	i
CCOC(=O)N1CCN(C(=O)c2ccc(OCC)c(OCC)c2)CC1	-0.7	16%	?	3%	-5%	1%	-2%	-1.2%	i
Cc1ccc(NC(=O)CS(=O)CC(=O)N(CC(=O)NC2CCCC2)c2cccc(C)c2C)cc1 (configuration not stated)	0.1	-6%	7%	6%	5%	-12%	5%	-0.7%	i
Cc1ccc(S(=O)(=O)Nc2ccc(S(=O)(=O)NCC3CCCO3)cc2)cc1 (configuration not stated)	-0.8	0%	-1%	1%	6%	1%	-2%	-0.4%	i
O=S1(=O)CCN(Cc2ccc(Cl)c(Cl)c2)CC1	-0.7	9%	nt	-3%	3%	-1%	-1%	-0.8%	i
COC(=O)c1ccc(CNC(=O)c2ccc(NS(=O)(=O)c3ccc4[nH]c(=O)[nH]c4c3)cc2)cc1	-1.0	-4%	-1%	10%	-3%	-3%	2%	-0.3%	i
Nc1ccc(C(=O)N/N=C/c2cccc(Oc3ccccc3)c2)cc1	0.3	-3%	-19%	-2%	29%	2%	-17%	2.3%	i
Cc1cccc(C)c1OCC(=O)NNC(=O)c1ccoc1C	-0.6	7%	10%	7%	-3%	0%	-2%	0.3%	i
O=C1C2C3C=CC(C3=C3CCCCC3)C2C(=O)N1Cc1ccccc1 (configuration not stated)	0.2	-1%	-39%	-41%	16%	-2%	-3%	-0.5%	i

Screening data from PubChem.
